Screening data: PubChem BioAssay, National Center for Advancing Translational Sciences (NCATS)
KDM5B inh: Primary screen for KDM5B Histone Demethylases FDH-coupled qHTS | Lysine-specific demethylase 5B (Homo sapiens), Q9UGL1 | KDM5B demethylase, FDH-coupled NADH fluorescence (FDH is formaldehyde dehydrogenase) | Potency, µM (highest dose often 57.7 µM), without a hit: at the highest dose activity change, negative = inhibition, actives largely listed as inhibitors | hit rate 2.6% among 220,000 | AID 1347165, 2019; active means well fitted inhibition curve with a large enough effect; inconclusive means small, poorly fitted or top-dose-only effect; inactive means no such curve, though single readings can be large or run the other way; further: 0% is about no effect; nearly all actives have a fitted effect of over 70% in size
Target sequence (Q9UGL1 whole entry, looked up): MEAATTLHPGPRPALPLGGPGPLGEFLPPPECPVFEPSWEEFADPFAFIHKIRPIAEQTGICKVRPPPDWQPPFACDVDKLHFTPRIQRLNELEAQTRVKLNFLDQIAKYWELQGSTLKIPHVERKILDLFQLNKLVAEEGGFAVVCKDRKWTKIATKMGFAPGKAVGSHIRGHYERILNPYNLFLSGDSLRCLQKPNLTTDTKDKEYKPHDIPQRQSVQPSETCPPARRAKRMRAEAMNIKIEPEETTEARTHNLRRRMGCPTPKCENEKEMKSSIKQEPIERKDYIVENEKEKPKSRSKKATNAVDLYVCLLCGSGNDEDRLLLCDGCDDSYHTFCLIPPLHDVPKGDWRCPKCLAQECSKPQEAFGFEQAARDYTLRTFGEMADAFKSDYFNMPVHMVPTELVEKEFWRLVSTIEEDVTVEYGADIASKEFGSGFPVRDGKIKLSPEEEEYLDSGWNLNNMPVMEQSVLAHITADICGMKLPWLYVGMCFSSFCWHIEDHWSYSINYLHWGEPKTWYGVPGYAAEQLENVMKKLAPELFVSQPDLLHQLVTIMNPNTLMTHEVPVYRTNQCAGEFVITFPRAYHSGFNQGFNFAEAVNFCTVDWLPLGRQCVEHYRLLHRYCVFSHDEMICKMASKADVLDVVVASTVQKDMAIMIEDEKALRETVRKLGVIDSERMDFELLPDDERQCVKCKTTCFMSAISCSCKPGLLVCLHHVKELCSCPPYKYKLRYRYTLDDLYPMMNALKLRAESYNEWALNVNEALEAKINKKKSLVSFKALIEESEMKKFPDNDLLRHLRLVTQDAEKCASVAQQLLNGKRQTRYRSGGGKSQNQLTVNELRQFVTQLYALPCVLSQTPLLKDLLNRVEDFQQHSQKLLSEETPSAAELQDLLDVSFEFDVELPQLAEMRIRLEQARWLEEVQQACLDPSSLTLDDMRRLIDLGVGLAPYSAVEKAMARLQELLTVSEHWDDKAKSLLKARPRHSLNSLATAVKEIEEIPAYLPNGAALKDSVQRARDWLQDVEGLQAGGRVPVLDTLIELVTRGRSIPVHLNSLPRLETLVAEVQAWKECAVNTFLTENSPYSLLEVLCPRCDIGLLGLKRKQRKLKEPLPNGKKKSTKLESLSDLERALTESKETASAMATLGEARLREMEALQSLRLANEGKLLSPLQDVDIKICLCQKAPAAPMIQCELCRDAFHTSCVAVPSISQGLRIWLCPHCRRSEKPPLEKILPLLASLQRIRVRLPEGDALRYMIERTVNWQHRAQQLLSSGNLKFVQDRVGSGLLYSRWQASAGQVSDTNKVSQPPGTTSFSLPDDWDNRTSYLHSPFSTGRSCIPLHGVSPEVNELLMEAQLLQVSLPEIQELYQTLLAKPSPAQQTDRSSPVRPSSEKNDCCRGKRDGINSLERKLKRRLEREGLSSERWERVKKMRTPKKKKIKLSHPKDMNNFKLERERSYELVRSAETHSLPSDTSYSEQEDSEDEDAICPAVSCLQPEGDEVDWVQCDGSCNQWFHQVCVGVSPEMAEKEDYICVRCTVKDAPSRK
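Compound dilutions met 200 nM (final) KDM5BΔAP for 10 min at room temperature before substrate addition. The substrate mix held 12.5 µM H3K4me3 with cofactors 25 µM α-ketoglutarate and 50 µM Fe²⁺. NADH signal gain over 30 min defined activity.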
* marks the source's active call; other numbers are inactive results; i = inactive; ? = inconclusive; [ ] = remark or other dose. Potency means the concentration at half of the fitted maximal effect. A portion of the library, so the mix of outcomes need not match the whole.

SMILES | KDM5B inh
O=S(=O)(CCNCc1cccs1)c1ccc(Cl)cc1 | -8.6%
Cc1nc(C(=O)N2CC[C@H](NC(=O)c3cnccn3)C[C@H]2C(=O)N[C@H](C)C(N)=O)cs1 | -16.8%
Cc1ccc(NC(=O)[C@H]2CN(Cc3ccccc3)C[C@H]2C(=O)O)cc1 | -4.2%
CCNc1nc(Oc2ccc(OCC(=O)OC)nn2)nc(N2CCOCC2)n1 | -13.0%
COc1ccc(-c2cnc3n2CCCCC3)cc1 | 25.7%
CCCNC(=O)c1ccccc1NC(=O)C1CCN(S(=O)(=O)Cc2ccccc2C)CC1 | 10.3%
CSc1cccc(NC(=O)C(C)SC)c1 (stereo not drawn) | 14.8%
CCOC(=O)CC(=O)CSc1nc2ccccc2c(=O)n1CCc1ccccc1 | ?
COC(=O)/C(C#N)=C\c1cn[nH]c1C(C)(C)C | 12.4%
CCCC(CCC)C(=O)Nc1cc(-c2cn3cccnc3n2)ccc1OC | ?
COC(=O)CCNC(=O)C1c2ccccc2C(=O)N(C2CCCCC2)C12CCCCC2 (stereo not drawn) | -1.5%
O=C(Nc1cccc(C(F)(F)F)c1)c1ccc(Cl)c(N2C(=O)CCS2(=O)=O)c1 | 34.9%[activator]
Brc1ccc(-c2csc(NC3CCCCC3)n2)cc1 | -25.8%
CC(C)NC(=O)c1cnn(-c2ccccc2F)c1-n1cccc1 | 11.9%
O=C(N[C@H]1CO[C@H]2[C@@H]1OC[C@@H]2n1nnnc1-c1ccc2c(c1)OCO2)C1CC1 | -28.5%[86.2 µM]
O=C(NC[C@H]1Cn2ccnc2CO1)c1ccc(Cl)cc1 | -20.0%[115 µM]
CC(=O)c1ccc(N(C(=O)CNC(=O)c2cccs2)C(C(=O)NCC2CCCO2)c2ccccc2)cc1 (stereo not drawn) | -5.2%
COc1ccc(NC(=O)CN2C(=O)c3ccccc3S2(=O)=O)cc1OC | 5.8%
Cc1cc(C)cc(NS(=O)(=O)c2ccc3[nH]cc(C(=O)NCCc4ccccc4)c(=O)c3c2)c1 | 0.1%
O=C(OCc1cccc([N+](=O)[O-])c1)C1CCCN1C(=O)C12CC3CC(CC(C3)C1)C2 (stereo not drawn) | -8.1%
CC1CCCCN1CCNC(=O)C12CC3CC(CC(C3)C1)C2 (stereo not drawn) | 13.8%
Cc1ccc(Cn2c(CO)cnc2SCc2ccc(F)cc2)cc1 | -48.9%
O=C(Nc1ccc(Br)cc1F)c1ccc2nc(CCc3ccccc3)oc2c1 | ?
COc1ccc(Cl)cc1C(=O)Nc1c(N2CCCC2)c2ccccc2oc1=O | -26.5%
Cc1cnc(C(=O)N[C@@H]2CCC[C@@H]2C(=O)N2CCN(c3cccc(C)c3C)CC2)cn1 | 6.5%

Next section; it opens with the two that closed the last part.
SMILES | KDM5B inh
COc1ccc(Cl)cc1C(=O)Nc1c(N2CCCC2)c2ccccc2oc1=O | -26.5%
Cc1cnc(C(=O)N[C@@H]2CCC[C@@H]2C(=O)N2CCN(c3cccc(C)c3C)CC2)cn1 | 6.5%
COc1ccc(S(=O)(=O)N2C[C@@H]3C[C@H](C2)c2ccc(NC(=O)c4cnccn4)c(=O)n2C3)cc1 | ?
CCn1cc(S(=O)(=O)c2cc(C)cc(C)c2)c(=O)c2cc(F)c(N3CCC(C)CC3)cc21 | ?
CCCC(NC(C)=O)C(=O)Nc1cccc(NC(=O)Cc2ccccc2)c1 (stereo not drawn) | 29.2%
Cc1ccc(CS(=O)(=O)CC(C)(O)c2ccccc2)cc1 (stereo not drawn) | -0.4%
CCc1nc(C)c(C(=O)N2C[C@H]3CC[C@@H]2CN(C(=O)c2ccccc2)C3)s1 | -10.3%
CCCCNC(=S)N/N=C(/C)c1ccccn1 | ?
O=C(c1ccncc1)N1CCC(c2noc(COc3ccc(F)cc3)n2)CC1 | -6.9%
COC(=O)C1=CN(CC(=O)N2CCN(c3ccc(F)cc3)CC2)S(=O)(=O)N=C1C | 12.9%
O=C(NCC1CC1)C1c2ccccc2CC(=O)N1Cc1ccccc1 (stereo not drawn) | -11.6%
O=C(Nc1cccs1)N1CCNc2cnc(Nc3cccc(F)c3)nc2C1 | ?
CCN(CC)S(=O)(=O)c1ccc(N(C)C)c(NS(=O)(=O)c2c(C)cc(C)cc2C)c1 | ?
CCOc1ccc(C(=O)NCc2n[nH]c(=O)c3ccccc23)cc1OCC | -3.2%
O=C(NC1CCCCC1)C1CCCN(c2cnn(Cc3ccccc3)c(=O)c2)C1 (stereo not drawn) | 0.7%
CC(C)C(=O)N1CCC2(CC1)OCC(C(=O)NCc1ccc3c(c1)OCO3)N2C(=O)c1ccccc1 (stereo not drawn) | 4.1%
Cc1ccc(/C=C2\CCc3ccccc3C2=O)cc1 | -3.9%
COC(=O)c1ccc(/C=C2\SC(=S)N(CCCC(=O)NCCCN3CCOCC3)C2=O)cc1 | -8.3%
CN1c2cc(C(=O)Nc3cccc(Br)c3)ccc2C(=O)N2CCCCC21 (stereo not drawn) | ?
Cc1[nH]c2ccc(C(=O)N3CCC4(CCCN(C)C4=O)C3)cc2c1C (stereo not drawn) | -12.8%
CCOc1ccccc1C(=O)NCc1ccc2c(c1)CCN2C(=O)c1ccc(F)cc1 | -11.5%
Cc1cc(CNc2ncnc3c2CCN(C(=O)c2ccoc2)CC3)no1 | 15.5%
COc1ccc(NC(=O)Cn2c(=O)c(-c3noc(C)n3)c3n(c2=O)CCCC3)cc1 | 8.4%
Cc1ccc(-n2nc3n(c2=O)CCN(C(=O)c2ccc(Cl)nc2)C3)cc1 | 25.1µM*
Brc1ccccc1-c1nc(-c2ccncc2)no1 | 15.5%
O=C(CCC1CCN(S(=O)(=O)c2ccccc2)CC1)N1CCc2ccccc2C1 | ?
CCCSc1nnc(-c2nn(Cc3ccccc3)c(=O)c3ccccc23)o1 | -12.0%

4 of the compounds above, with values ahead of the structure:
KDM5B inh	SMILES
-12.8%	Cc1[nH]c2ccc(C(=O)N3CCC4(CCCN(C)C4=O)C3)cc2c1C (stereo not drawn)
-11.5%	CCOc1ccccc1C(=O)NCc1ccc2c(c1)CCN2C(=O)c1ccc(F)cc1
15.5%	Cc1cc(CNc2ncnc3c2CCN(C(=O)c2ccoc2)CC3)no1
8.4%	COc1ccc(NC(=O)Cn2c(=O)c(-c3noc(C)n3)c3n(c2=O)CCCC3)cc1

(cont.)
SMILES | KDM5B inh
Cc1ccc(CSc2oc(-c3ccco3)nc2S(=O)(=O)c2ccc(C)cc2)cc1 | ?
COc1ccc(C(=O)Nc2ccc3oc(-c4ccc(OC)cc4)nc3c2)cc1 | ?
C=CCn1c(N)c(C(=O)OC)sc1=S | 8.7%
Cc1ccc(OCC(=O)N2CCC(c3nn(C)c4c3COCC4)CC2)cc1 | -5.3%
CC(C)(C)C(=O)NCCCC(=O)NCC(C)(C)c1ccccc1 | -6.1%
Cc1nccc(-c2ccccc2)c1C(=O)N(C)Cc1csc(C(C)C)n1 | 7.4%
COCc1noc([C@@H]2CC(F)(F)CN2C(=O)c2ccc(C#N)cc2)n1 | 31.5%
CCCCNC(=O)c1cccc(NC(=O)c2ccccc2C)c1 | 12.2%
Cc1ccc(C(=O)NCc2cccnc2N(C)C2CCCCC2)cn1 | -11.7%
Cc1c(NC(=O)c2ccc(-c3cccc([N+](=O)[O-])c3)o2)cccc1-c1nc2cc(Cl)ccc2o1 | ?
CC(=O)Oc1ccc(C(=O)Nc2ccc(S(=O)(=O)NCC3CCCO3)cc2)cc1 (stereo not drawn) | -12.5%
Cc1nn(C)c(C)c1CCNC(=O)CN1CC2CC(C1)[C@H]1CCCC(=O)N1C2 (stereo partly drawn) | 9.8%
OC1CCN(Cc2nc(-c3ccc(Cl)cc3)no2)CC1 | -0.2%
O=C(Nc1nc2nc(-c3ccccc3)cc(=O)n2[nH]1)c1ccc(F)cc1 | 2.1%
CCOc1ccccc1NC(=O)Nc1ccc2nc(N3CCN(C)CC3)cc(C)c2c1 | i
CS(=O)(=O)N1CCCN(C(=O)Nc2ccccc2)CCNC(=O)CC1c1ccccc1 (stereo not drawn) | -26.9%
Cc1nn(C)c(C)c1CC(=O)N1CCN(S(=O)(=O)c2c(C)noc2C)CC1 | 8.3%
CCCc1cc(=O)oc2cc(OCC(=O)O)ccc12 | ?
CCN1CCCCC12Cc1ccccc1CN(C(=O)c1c(C)noc1C)C2 (stereo not drawn) | ?
COc1cccc(C(=O)Nc2ccc3oc(-c4cccc(I)c4)nc3c2)c1 | -8.2%
Cc1ccc(CNC(=O)NCC(=O)N2CCCCCNC(=O)CC2c2ccccc2)cc1 (stereo not drawn) | -0.4%
Cn1c(=O)c2c(ncn2CC(=O)NC2CCCC2)n(C)c1=O | -6.9%
CCOc1ccc2c(=O)c(-c3ccc(OC)c(OC)c3)c(C)oc2c1 | -4.8%
COc1ccc(C(=O)CSc2nc3ncccc3[nH]2)cc1OC | 4.9%
Cc1cccc(NC(=O)C2CCN(S(=O)(=O)c3cccc4nsnc34)CC2)c1C | ?

Pulled one by one from the entries so far:
SMILES | KDM5B inh
Cc1nccc(-c2ccccc2)c1C(=O)N(C)Cc1csc(C(C)C)n1 | 7.4%
CCOc1ccccc1NC(=O)Nc1ccc2nc(N3CCN(C)CC3)cc(C)c2c1 | i
CCOc1ccc2c(=O)c(-c3ccc(OC)c(OC)c3)c(C)oc2c1 | -4.8%

Two of the compounds above, with values ahead of the structure:
KDM5B inh	SMILES
-6.9%	Cn1c(=O)c2c(ncn2CC(=O)NC2CCCC2)n(C)c1=O
-0.2%	OC1CCN(Cc2nc(-c3ccc(Cl)cc3)no2)CC1

Carrying on.
SMILES | KDM5B inh
Cc1cccc(C(=O)Nc2ccc3oc(-c4ccncc4)nc3c2)c1 | ?
O=C(Cc1ccccc1)Nc1ccc2oc(-c3ccc(F)cc3)nc2c1 | -1.6%
COc1cc(OC)cc(-c2nc3n(n2)C(c2ccncc2)C2=C(CC(C)(C)CC2=O)N3)c1 (stereo not drawn) | -5.9%
CCOC(=O)Cc1csc(NC(=O)C(NC(=O)C2CCC(C)CC2)C(C)C)n1 (stereo not drawn) | 7.7%
O=C(COc1ccc2ccc(=O)oc2c1)NC(=O)NC1CCCCC1 | ?
Cc1noc(C)c1CC(=O)N1C[C@@H](Oc2ccccc2)C[C@@H]1C(=O)N1CCOCC1 | 15.9%
CC(Oc1cccc(Cl)c1Cl)C(=O)NN (stereo not drawn) | 9.5%
Cc1ccc2[nH]c3c(=O)n(CC(=O)N4CCN(c5ccccc5F)CC4)ncc3c2c1 | 2.1%
Cc1ccc(NC(=O)[C@@H]2CNC[C@H](C(=O)NCc3ccccn3)C2)cn1 | 25.4%
CCOc1ccccc1NC(=O)c1c(NC(=O)COc2ccccc2)sc2c1CCCCC2 | -16.7%
Cc1ccccc1Cn1cc(-c2ccncc2)cc1C(=O)NCc1ccncc1 | ?
CCNC(=S)Nc1ccc(C)cc1Cl | 21.8%
COc1ccc2cc(CNc3ccc(OC)c(OC)c3)c(=O)n(CC(=O)Nc3ccccc3F)c2c1 | ?
Cc1ncoc1C(=O)NCC12CCC=C1N(C)C(=O)CC2 (stereo not drawn) | -35.8%
O=C(CCC1CCCCC1)NCCc1cccc(Cl)c1 | 13.1%
CC(C)CCN(C(=O)Nc1ccc(Cl)c(Cl)c1)C(C)c1cccs1 (stereo not drawn) | -24.4%
CC(C)Oc1cccc2c1c(NC(=O)C1CCN(C)C1)nn2Cc1ccccc1 (stereo not drawn) | -25.6%
CC(C)(CC(=O)NCc1ccc(Cl)cc1Cl)CC1=NS(=O)(=O)c2ccccc2N1 | -19.2%
CCCN1C(=O)C(CC(=O)N2CCOCC2)Sc2ncccc21 (stereo not drawn) | 4.7%
CCCN(CC1CCOC1)C(=O)c1ccc(F)c(F)c1 (stereo not drawn) | 9.8%
Cc1ccc(NC(=O)c2cc(-c3cccnc3)nc3ccccc23)cc1 | 19.2%
COc1ccc(Cl)cc1C(=O)N1CCC2(CC1)NC(=O)N(c1ccccc1)N2 | -13.2%
CCOC(=O)c1[nH]c(C)c(CCC(=O)Nc2ccc(OC)c(OC)c2)c1C | 9.4%
COc1cccc(NC(=O)Cn2nc(-c3cccs3)c3ccccc3c2=O)c1 | -1.7%
CCC1CCCCN1C(=O)/C=C/c1cnc2ccccc2n1 (stereo not drawn) | -14.0%

More records:
SMILES | KDM5B inh
COc1cc(CNC2CCCc3ccccc32)cc(OC)c1 (stereo not drawn) | -23.4%
O=C(Cn1c(SCC(=O)Nc2ccc(F)cc2)nc2ccccc21)NCc1ccc(F)cc1 | 5.7%
COc1ccc(-c2cc(C(=O)N3CCC(C)CC3)[nH]n2)cc1 | ?
COc1ccccc1C(=O)N1CCCN(c2nnc3cccc(C)n23)CC1 | 25.1µM*
Cc1ccc2c(c1)C=C(C(=O)Nc1ccc3oc(=O)ccc3c1)C=CO2 | 11.2%
Cc1cc(C(=O)N2CCC(N3C(=O)C(OCC4CC4)C34CCOCC4)CC2)nn1C (stereo not drawn) | 19.2%
COc1ccccc1-n1c(C)c(C)c2c1ncn1nc(CSc3nc4ccccc4o3)nc21 | 1.3%
CCC(=O)N1CCc2cc(S(=O)(=O)NC(Cc3ccccc3)C(=O)NCc3ccccc3OC)ccc21 (stereo not drawn) | -15.5%
CCOC(=O)COc1ccc2c(=O)c(-c3ccc(OC)c(OC)c3)c(C(=O)OCC)oc2c1 | -12.0%
CCC(C)OC(=O)COc1ccc2c(=O)c(-c3ccccc3Cl)coc2c1 (stereo not drawn) | -9.6%
